K1F lysis inhibition – inhibition of K1F phage lysis, E. coli UTI89, bacterial capsule biogenesis inhibitors, alamar blue (AID 488966); E. coli UTI89 K1F phage lysis, alamar blue, 2 h; higher % means a stronger effect; inhibition, % at 100 µM; hits with a dose series show IC50 in µM; 340,000 compounds, 0.02% hits;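 active = phage lysis inhibition, versus mean bacterial control, above a set limit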;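 also: capsule biogenesis inhibitors block K1F phage lysis so surviving cells raise fluorescence; higher fluorescence means more inhibition of phage lysis; actives were called in the ten point dose series up to 300 µM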
T cell modulator – modulates CD8 T cell binding to vesicles. 2C CD8+ T cell-vesicle binding, flow cytometry; hits give low values. calls only at 7 µM. 330,000 compounds, 0.068% hits. AID 2052;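 active = response, share of CD8 T cells binding vesicles, and their 90th percentile fluorescence all below set limits, cut at about 80% in these data, passing the limit was not always enough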
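Material: murine 2C transgenic CD8+ T lymphocytes / Also added: QL9-peptide-loaded Drosophila micro-vesicles bearing Ld, ICAM-1 and B7-1 / Schedule: binding step 1.5 h, 37 °C, antibody labelling 20 min, ice / Signal: flow cytometry, PE anti-B7-1 (FL2) versus Alexa647 anti-CD8 (FL8), PFA-fixed / Evaluation: percent CD8+ FL2 mean versus row control / Benchmarks: naked versus QL9-loaded vesicles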
PhoP inhibition – inhibitors of PhoP regulon expression, primary screen, Salmonella Typhimurium, GFP reporter (AID 1863); inhibition, % at 50 µM, or IC50 in µM where a hit was titrated; 300,000 compounds, 0.16% hits; S. Typhimurium PhoP-regulated promoter GFP reporter, 4 h; higher % means a stronger effect;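 active = inhibition over 29.93%, a cutoff 3 SD above the screen mean, later confirmed by dose response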;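 also: 0% = low Mg2+ inducing control and 100% = high Mg2+ repressing control; strong numbers were not always called active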
RSV CPE inhibition – inhibition of RSV-induced cytopathic effect – HEp-2 cells, primary 10 µM value included (AID 2391) | HEp-2 cells, RSV-induced CPE inhibition; higher % means a stronger effect | 310,000 compounds, 0.13% hits | CPE inhibition, % at 10 µM, or IC50 in µM where a hit was titrated; in the data active = a potency from the dose series; also: strong numbers were not always called active
MgcRacGAP inhibition – MgcRacGAP GTPase-activating activity inhibitors, confirmation, biochemical, ADP Hunter fluorescence. 340,000 compounds, 0.6% hits. one-dose inhibition, % at 30 µM; IC50 in µM for titrated hits. MgcRacGAP-stimulated Rac1 GTP hydrolysis, ADP Hunter fluorescence; higher % means a stronger effect; GST-tagged Rac1 F28L mutant substrate. AID 624330;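 active = first-screen hits whose inhibition reached a set limit at any dose in the follow-up dose series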;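 also: fluorescence reports GDP produced by GAP-driven GTP hydrolysis; strong numbers were not always called active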
SV40 large T antigen – SV40 large T antigen inhibitors, biochemical (AID 1903) | SV40 large T antigen ATPase/helicase inhibition assay; higher % means a stronger effect | 310,000 compounds, 0.39% hits | inhibition, % at 20 µM, or IC50 in µM where a hit was titrated; in the data active = a potency from the dose series; also: strong numbers were not always called active
NTR1 ag – NTR1-driven beta-arrestin-GFP spot formation – imaging, U2OS cells, high content, primary screen (AID 493036) | agonist mode | P30989 | 330,000 compounds, 0.17% hits | activation, % at 20 µM;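 active = activation at or above 40% of the spot to cytoplasm intensity ratio, with at least 20 cells analyzed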;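 also: 0% = DMSO without peptide and 100% = 100 nM NTR1 peptide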
Target sequence (P30989 whole entry, looked up): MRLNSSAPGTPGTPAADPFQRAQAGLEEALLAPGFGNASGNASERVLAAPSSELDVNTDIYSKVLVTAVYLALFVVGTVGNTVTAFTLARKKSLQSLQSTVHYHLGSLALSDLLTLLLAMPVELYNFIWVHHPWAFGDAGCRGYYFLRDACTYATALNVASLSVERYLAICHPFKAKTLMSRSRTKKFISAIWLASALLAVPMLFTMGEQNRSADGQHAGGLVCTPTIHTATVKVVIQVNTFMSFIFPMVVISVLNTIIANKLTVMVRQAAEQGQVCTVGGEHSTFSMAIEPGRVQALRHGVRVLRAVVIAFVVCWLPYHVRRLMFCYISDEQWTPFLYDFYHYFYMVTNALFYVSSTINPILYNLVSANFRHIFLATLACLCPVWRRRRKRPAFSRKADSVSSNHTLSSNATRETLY
TNAP activators – stimulation of alkaline phosphatase TNAP activity – biochemical, luminescent, no phosphate acceptor, uHTS, primary screen (AID 1001); purified TNAP, luminescent activation assay, no phosphate acceptor; higher activation fold means a stronger effect; activation fold at 20 µM; hits with a dose series show EC50 in µM; 200,000 compounds, 0.03% hits; in the data active = activation fold from about 3, or a potency from the dose series; inactive = the rest, 99 in 100 with activation fold below about 1.6; also: many of its hits are not listed in these tables
Myeloid diff 2 – promotes myeloid progenitor differentiation; 360,000 compounds, 1% hits; AID 624256; calls only at 10 µM; ER-HoxA9 myeloid progenitors, lysozyme-GFP differentiation, flow cytometry;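 active = normalized GFP-positive differentiation at or above the plate's own cutoff, the solvent-only control mean plus 3 SD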;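 also: cells exposed to compound for four days before flow analysis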
T cell modulator vesicle-bound % – also measured in T cell modulator; calls as there; double positive events, %; measured here: CD8+ vesicle-bound cell fraction;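 binding gate set so that unloaded-vesicle control wells show 10% double positive cells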
NTR1 ag cell count 20 µM – also measured in NTR1 ag; calls as there; cell count; measured here: cell count, cytotoxicity flag
Myeloid diff 2 GFP+ MAC1+ % – also measured in Myeloid diff 2; calls as there; GFP+ MAC1+ double positive, %; measured here: differentiation confirmed by MAC1 staining
Numbers without * were called inactive; i = inactive; nt = no result given; [ ] = another dose, or the depositor's remark. Rows were taken by chance. About 2.3% of those tested had a hit in this group.

compound | K1F lysis inhibition | T cell modulator | T cell modulator vesicle-bound % | PhoP inhibition | RSV CPE inhibition | MgcRacGAP inhibition | SV40 large T antigen | NTR1 ag | NTR1 ag cell count 20 µM | TNAP activators | Myeloid diff 2 | Myeloid diff 2 GFP+ MAC1+ %
CC/C(=N\NC(=O)c1ccc2c(c1)OCO2)C12CC3CC(CC(C3)C1)C2 | -0.6% | i | 40 | 6% | 1.7% | -2% | 2% | 1.4 | 49 | 1.1 | i | 1.2
CN=C1SC(CC(=O)Nc2cccc(C(F)(F)F)c2)C(=O)N1C (stereo not given) | 2.1% | i | 22 | 1% | 0.5% | 4% | -3% | 0.0 | 72 | 1.1 | i | 21
Cc1csc2nc(CNC(=O)CCC(=O)O)cn12 | 5.1% | i | 41 | 0% | 1.3% | 0% | 11% | -1.5 | 47 | 1.1 | i | 2.1
CCc1cc(=O)oc2cc(OC(C)C(=O)NCC(O)c3ccccc3)c(Cl)cc12 (stereo not given) | 0.1% | i | 17 | -7% | -0.3% | 8% | 13% | 1.4 | 52 | nt | i | 1.7
CC(=O)O/N=C(/c1nonc1N)N(C)C | -0.6% | i | 50 | 3% | -0.1% | 7% | 2% | -0.6 | 48 | 1.1 | i | 0.1
COc1ccc(NC(=O)C(=O)NCCN2CCN(C(=O)C(c3ccccc3)c3ccccc3)CC2)cc1 | 0.8% | i | 38 | -10% | 1.9% | 4% | 4% | -0.2 | 100 | 1 | i | 0.9
COC(=O)NN1C(=O)C(c2ccccc2)=C(c2ccc(Cl)cc2)C1=O | -1.3% | i | 36 | nt | 3.1% | 11% | 12% | 0.2 | 50 | nt | i | 0.4
Cc1cc(NS(=O)(=O)c2ccc(NC(=O)c3cc(-c4ccccc4Cl)nc4ccccc34)cc2)no1 | -2.1%[50 µM] | i | 18 | -5% | 4.9% | 7% | 2% | 0.7 | 60 | 1 | i | 1.0
COc1ccc(C(C)=O)cc1CSc1nnc(SCc2cc(C(C)=O)ccc2OC)s1 | nt | i | 30 | -7% | nt | nt | 19% | 1.8 | 58 | nt | nt | nt
NS(=O)(=O)c1ccc(CCNC(c2ccccc2)c2ccccc2)cc1 | 0.6% | i | 21 | 3% | 5.5% | 3% | 6% | 0.3 | 59 | nt | i | 0.4
COc1ccccc1NC(=O)CN1C(=O)COc2ccc(S(=O)(=O)N3CCC(C)CC3)cc21 | 0.6% | i | 12 | 4% | 0.1% | 11% | 0% | 1.9 | 64 | nt | i | 1.2
CCc1nnc(NS(=O)(=O)c2ccc(NC(=O)c3ccc(Br)cc3)cc2)s1 | -1.6% | i | 15 | -6% | 1.8% | 3% | 11% | 0.0 | 64 | nt | i | 0.4
COc1ccccc1/C=C/C=N\N1CCN(Cc2ccccc2Cl)CC1 | 1.3%[50 µM] | i | 39 | 3% | -0.9% | 2% | 14% | nt | nt | 1 | i | 1.5
Cc1ccc(NC(=O)c2nc[nH]c2C(=O)N2CCN(c3ccccc3)CC2)cc1 | 0.8% | i | 18 | -2% | 2.0% | 12% | 8% | 2.3 | 100 | nt | i | 1.6
Nc1nc(SCc2ccccc2)ns1 | -2.4% | i | 47 | 1% | -0.2% | 25% | 4% | 0.2 | 61 | 1.1 | i | 0.9
C=CC[C@H](CC(=O)N(CCO)Cc1ccccc1)C(=O)N[C@@H](C)COC(=O)[C@@H](CC=C)Cc1ccc(F)cc1 | -0.8% | i | 16 | nt | nt | 0% | nt | 0.4 | 57 | nt | i | 1.8
CCOC(=O)c1c(C)[nH]c(C)c1S(=O)(=O)N(C)CC(=O)N(C)Cc1ccccc1 | 0.0% | i | 30 | 5% | 1.3% | -22% | 4% | 0.4 | 42 | nt | i | 0.7
COc1ccc(CCN2CC(C(=O)N3CCCCCC3)CCC2=O)cc1 (stereo not given) | 0.1% | i | 35 | 15% | 0.6% | 5% | 12% | -0.1 | 54 | nt | i | 0.4
Cc1ccc(C(=O)CCC(=O)OCc2nnc(-c3ccccc3)o2)cc1 | 1.9%[50 µM] | i | 22 | 0% | -0.5% | 2% | 7% | -1.3 | 48 | nt | i | 0.6
Cc1nnc2ccc(-c3cccc(NS(=O)(=O)c4ccccc4[N+](=O)[O-])c3)nn12 | 0.6%[50 µM] | i | 18 | 8% | 5.3% | 9% | 12% | 1.4 | 49 | nt | i | 0.2
CCCCN(CCCC)CCNC(=O)c1ccc2nc(-c3ccccc3NC(C)=O)c(=O)[nH]c2c1 | -0.6% | i | 35 | -2% | -2.1% | 6% | 11% | -0.1 | 41 | 1.1 | i | 0.0
COc1cccc(CN(CC2CCCO2)S(=O)(=O)c2ccc(S(=O)(=O)NCC3CCCO3)cc2)c1OC (stereo not given) | 0.3% | i | 44 | -6% | 0.8% | 5% | 18% | -1.3 | 54 | 1 | i | 5.3
O=C(COc1ccc(S(=O)(=O)N2CCOCC2)cc1)NCc1ccco1 | 0.4%[50 µM] | i | 11 | 1% | 1.6% | 7% | 12% | 0.9 | 76 | nt | nt | nt
Nc1c(-c2ccsc2)cnc2ncnn12 | 0.1% | i | 42 | -1% | 0.1% | 14% | 10% | 0.9 | 91 | 1.7 | i | 0.1
COCCCNC(=O)CN1C(=O)c2ccccc2C1=O | 3.3% | i | 15 | -5% | -0.7% | 4% | 5% | 0.6 | 65 | 1.1 | i | 2.5
CCOC(=O)c1sc(/N=C/c2c(C)[nH]n(-c3ccccc3)c2=O)c(C#N)c1C | nt | i | 30 | -4% | 3.9% | nt | 4% | -1.5 | 67 | 1 | nt | nt
CCc1c(C)nc2ncnn2c1N1CCCC(C(=O)NCc2ccc3c(c2)OCO3)C1 (stereo not given) | 3.9% | i | 16 | 8% | 1.1% | 7% | -6% | 0.0 | 58 | 1.2 | i | 0.3
COc1ccc(NC(=O)COc2cc(O)c3c(c2)OC(C)(C)CC3=O)cc1 | 7.4% | i | 32 | 1% | 2.5% | 2% | 8% | -0.4 | 103 | nt | i | 2.0
O=C(CCCCCn1c(=S)[nH]c2cc3c(cc2c1=O)OCO3)N1CCN(C2CCCCC2)CC1 | 1.0% | i | 16 | -4% | -1.4% | 6% | 23% | 5.3 | 72 | 1.1 | i | 1.1
Cc1cccc(NC2=NC3(CCCCC3)N=C(N)N2)c1 | 0.0% | i | 34 | nt | 0.7% | 10% | nt | -4.3 | 94 | nt | i | 0.5
Cc1c(Br)c([N+](=O)[O-])nn1CC(=O)Nc1nccs1 | 4.0% | i | 26 | -9% | 1.8% | -3% | 8% | 0.6 | 62 | 1.1 | i | 0.1
C=CCOC(=O)C1=C(C)NC(SCC(=O)N(CC)CC)=C(C#N)C1c1ccccc1 (stereo not given) | 4.2% | i | 35 | -4% | 13% | 5% | 5% | -1.4 | 76 | 1.1 | i | 0.4
CCOc1ccc(Cn2c(O)cc(=O)[nH]c2=O)cc1 | 1.6% | i | 27 | -6% | 0.3% | 12% | 24% | -1.1 | 45 | 1 | i | 0.5
CC(C)Oc1ccc(C(CC(=O)N2CCOCC2)C(C)C)cc1 (stereo not given) | 0.3%[50 µM] | i | 17 | 3% | 0.8% | 7% | 1% | -0.5 | 80 | nt | i | 0.5
CCc1c(C)c2ccc(OCC(=O)OC)cc2oc1=O | 3.5% | i | 11 | 2% | 2.1% | 3% | 14% | 1.6 | 41 | 1.1 | i | 0.9
COc1ccc(CCNC(=O)C/C(C)=N/NC(=O)COc2ccc(C)cc2Br)cc1OC | -0.2% | i | 15 | 9% | 0.9% | 7% | 9% | -0.1 | 49 | nt | i | 1.7
COc1ccc(/C(C)=N/NC(=O)c2cccc(S(=O)(=O)N3CCCC3)c2)c(O)c1 | 0.5%[50 µM] | i | 54 | 1% | 0.9% | 10% | 1% | 1.1 | 81 | nt | nt | nt
CCC[C@@H](CN1CCC[C@H]1CN1C(N)=NC[C@H]1CC(C)C)N1C[C@@H](Cc2ccccc2)N(CCCC2CCCC2)C1=N | 4.9% | i | 11 | nt | nt | 9% | nt | -1.6 | 68 | nt | i | 0.8
COc1ccccc1N1CCN(C(=O)CC(NC(=O)c2ccccc2Cl)c2ccccc2)CC1 (stereo not given) | 0.5%[50 µM] | nt | nt | nt | nt | 5% | nt | 0.7 | 66 | nt | i | 0.4
O=C1C(Cc2ccccc2)NC(=S)N1c1ccccc1 (stereo not given) | 0.7% | i | 5 | -4% | 1.0% | 4% | -2% | 0.9 | 51 | 1.1 | i | 5.6
CN(C)C(=O)CSc1nnc(-c2cccnc2)n1-c1ccccc1 | 0.8% | i | 23 | 2% | -0.3% | 5% | 1% | 0.6 | 63 | 1.1 | i | 1.4
CC(=O)Nc1nn(C)c2nc3cc(C)ccc3cc12 | 0.0% | i | 26 | 12% | 0.7% | 16% | 10% | -0.5 | 46 | 1.1 | i | 0.5
COc1ccc(C(=O)N2CCN(c3nc(C4CC4)nc4sc(C)c(C)c34)CC2)cc1 | -0.1% | i | 37 | 8% | 19% | 6% | 11% | 7.3 | 61 | nt | i | 0.5
COc1ccc(CCNC(=O)Nc2ccccc2[N+](=O)[O-])cc1 | nt | i | 46 | 6% | 1.4% | nt | 4% | -1.2 | 35 | 1.1 | i | 0.3
O=C(CCc1ccc(S(=O)(=O)N2CCOCC2)cc1)OCC(=O)c1ccccc1F | 0.3%[50 µM] | i | 12 | nt | nt | 6% | nt | 1.5 | 57 | nt | i | 1.7

Reformatted with values under each structure: 2 of the compounds above.
Sequence of screens: K1F lysis inhibition	T cell modulator	T cell modulator vesicle-bound %	PhoP inhibition	RSV CPE inhibition	MgcRacGAP inhibition	SV40 large T antigen	NTR1 ag	NTR1 ag cell count 20 µM	TNAP activators	Myeloid diff 2	Myeloid diff 2 GFP+ MAC1+ %
O=C1C(Cc2ccccc2)NC(=S)N1c1ccccc1 (stereo not given)
→ 0.7%	i	5	-4%	1.0%	4%	-2%	0.9	51	1.1	i	5.6
CN(C)C(=O)CSc1nnc(-c2cccnc2)n1-c1ccccc1
→ 0.8%	i	23	2%	-0.3%	5%	1%	0.6	63	1.1	i	1.4

Screens as filed in PubChem BioAssay.
